PNC assembly inh: perinucleolar compartment assembly inhibition; PC3M PTB-GFP, PNC prevalence imaging, 16 h; active compounds read low; activity change (PNC), negative = inhibition, % at 10 µM; hit rate 3.1% among 140,000; AID 2417;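 active means readout at or below -70, meaning at least 70% loss of cells showing the perinucleolar compartment, a nuclear body marking cancer cells; inconclusive means readout between -30 and a set limit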;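 further: plate controls were DMSO wells for no effect and camptothecin positive control wells for full effect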
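PC3M cells stably expressing PTB-GFP, 750–1000 cells/well, treated 16 h at 37 °C with compound (23 nl of library stock), in duplicate. After paraformaldehyde fixation and Hoechst stain, imaged at 20x; PNC prevalence scored by image analysis.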
IMPase cell inh: cell-permeable inhibitors of inositol monophosphatase (IMPase); CHO-M1 cells, IP1 accumulation, HTRF TR-FRET ratio; inhibition (IP1 accumulation), % at 46.1 µM; 120,000 tested, under 10 active; AID 901; active means well fitted curve in the direction sought with a large enough effect in the signal ratio, not every such curve was filed as active; inconclusive means small, poorly fitted or top-dose-only effect, or a change in a side signal; inactive means no such curve, though single readings can be large or run the other way; the % refers to the signal ratio;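 further: cells stimulated with carbachol in lithium chloride buffer; plate controls were DMSO basal wells for no effect and reference inhibitor wells for full effect; higher means more IMPase inhibition seen as more IP1 and lower FRET ratio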
Target sequence (P97697 whole entry, looked up): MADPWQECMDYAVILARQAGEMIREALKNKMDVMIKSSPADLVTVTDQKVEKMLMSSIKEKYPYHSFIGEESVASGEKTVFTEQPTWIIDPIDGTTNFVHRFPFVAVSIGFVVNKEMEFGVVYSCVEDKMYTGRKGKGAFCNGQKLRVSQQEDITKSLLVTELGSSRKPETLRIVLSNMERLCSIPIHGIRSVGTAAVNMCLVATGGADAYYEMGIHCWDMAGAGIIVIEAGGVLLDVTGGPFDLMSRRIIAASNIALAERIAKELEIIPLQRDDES
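Carbachol-driven Gq signalling in CHO-M1 cells (2000/well) generates IP1. Compounds that block IMPase raise IP1 and so reduce the FRET signal from Eu-anti-IP1 and d2-IP1 after a 10 min room-temperature lysis.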
ALOX15B inhib: 15-hLO-2 (ALOX15B) enzyme inhibition. O15296. purified 15hLO-2, xylenol orange hydroperoxide absorbance. Potency, µM (doses to about 57.1 µM), for the others: at the highest dose activity change, negative = inhibition, actives largely listed as inhibitors. hit rate 0.56% among 110,000. AID 881; further: potency means the concentration at half of the fitted maximal effect; nearly all actives have a fitted effect of over 60% in size; many of its hits are not listed in these tables
Target sequence (O15296 whole entry, looked up): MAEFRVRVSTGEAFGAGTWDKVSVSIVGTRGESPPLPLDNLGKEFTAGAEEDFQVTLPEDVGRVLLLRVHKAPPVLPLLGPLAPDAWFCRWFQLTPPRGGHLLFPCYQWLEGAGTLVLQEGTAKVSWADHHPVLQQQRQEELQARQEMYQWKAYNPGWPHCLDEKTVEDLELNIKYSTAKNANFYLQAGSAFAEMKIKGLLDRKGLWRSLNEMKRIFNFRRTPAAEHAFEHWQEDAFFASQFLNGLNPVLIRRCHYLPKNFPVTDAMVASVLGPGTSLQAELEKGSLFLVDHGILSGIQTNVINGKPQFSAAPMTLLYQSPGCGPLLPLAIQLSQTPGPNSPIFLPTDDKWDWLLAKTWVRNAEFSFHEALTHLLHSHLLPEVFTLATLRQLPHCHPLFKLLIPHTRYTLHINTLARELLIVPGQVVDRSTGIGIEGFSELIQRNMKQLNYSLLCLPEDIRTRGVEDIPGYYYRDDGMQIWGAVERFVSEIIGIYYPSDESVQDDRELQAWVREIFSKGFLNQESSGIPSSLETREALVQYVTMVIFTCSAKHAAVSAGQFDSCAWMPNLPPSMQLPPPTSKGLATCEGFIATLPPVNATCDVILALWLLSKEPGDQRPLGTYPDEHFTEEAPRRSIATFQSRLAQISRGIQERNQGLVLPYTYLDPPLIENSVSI
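Screening format was qHTS against 50 nM purified 15hLO-2 in Hepes pH 7.5 with detergent. Activity follows hydroperoxide formation from 45 uM arachidonic acid, measured as 573:405 nm absorbance ratio of the ferric-xylenol orange complex.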
ALOX12 inhib: blocks human 12-lipoxygenase activity; hit rate 0.12% among 150,000; AID 1452; purified 12-hLO, xylenol orange hydroperoxide absorbance; Potency, µM (top dose mostly 57.1 µM), without a hit: top-dose activity change, negative = inhibition, usual class: inhibitors; further: potency means the concentration at half of the fitted maximal effect; nearly all actives have a fitted effect of over 55% in size; many of its hits are not listed in these tables
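Hydroperoxide output read as Fe(III)-xylenol orange absorbance, 573-to-405 nm ratio, after 30 min reaction with 40 uM arachidonic acid. Enzyme: 150 nM purified human 12hLO, 15 min compound preincubation; 25 mM Hepes pH 7.0, room temperature.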
* hit, by the source's call; u = inconclusive; x = not tested or not shown; & = joins results of further samples; [ ] = another dose, or the depositor's remark. Unless noted, the call rests on the fitted dose curve; in most records, active means well fitted curve in the direction sought with a large enough effect; inconclusive means small, poorly fitted or top-dose-only effect, or another doubt; inactive means no such curve, though single readings can be large; an effect the other way counts as inactive or inconclusive. Unless noted, on the % scale 0 is the no-effect control and ±100 the full control effect.

Start of the data: the first two compounds (preview)
SMILES	PNC assembly inh	IMPase cell inh	ALOX15B inhib	ALOX12 inhib
CCOC(=O)Cc1csc(NC(=O)c2c(-c3c(Cl)cccc3Cl)noc2C)n1	64	4	3%	1%
Cc1cc(N2CCC(C)CC2)nc(-n2nc(C)cc2C)n1	-96*	-3	35%[activator]	1%

Results, from the first entry:
SMILES	PNC assembly inh	IMPase cell inh	ALOX15B inhib	ALOX12 inhib
CCOC(=O)Cc1csc(NC(=O)c2c(-c3c(Cl)cccc3Cl)noc2C)n1	64	4	3%	1%
Cc1cc(N2CCC(C)CC2)nc(-n2nc(C)cc2C)n1	-96*	-3	35%[activator]	1%
O=C(CC1CC2CCC1C2)OCC(=O)c1c[nH]c2ccccc12 (stereo not drawn)	u	4	8%	-5%
CC(C)CC(=O)NC(=S)Nc1ccccc1C(=O)Nc1ccccc1	7	u	-8%	-5%
COc1ccccc1NC(=S)NCC1CCCO1 (stereo not drawn)	5	x	x	-2%
CCCCOc1ccc(C(=O)NCCCC(=O)N2CCCCC2)cc1	58	3	-6%	-3%
CC(C)NS(=O)(=O)c1ccc(OCC(N)=O)c(Cl)c1	u	19	4%	-1%
Cc1cc(NCCNC2=CC(=O)CCC2)nc2ccccc12	u	x	x	3%
Cc1ccc(OCc2nc(C#N)c(NCc3ccc4c(c3)OCO4)o2)cc1	13	20	-12%	-25%
CCC(=O)NC(C)c1nc2ccccc2n1C (stereo not drawn)	u	-15	2%	-3%
C=CCc1c(C)nc2c(C(=O)O)cnn2c1C	-3	3	-7%	-6%
CSc1cccc(NS(=O)(=O)c2cccs2)c1	u	3	-10%	-4%
CN1CCN(c2nc(-c3cccc(C#N)c3)nc3ccccc23)CC1	x	x	40%[activator]	1%
NS(=O)(=O)c1ccc2nc(NC(=O)C3CCCO3)sc2c1 (stereo not drawn)	87	x	x	0%
CCOc1ccccc1NC1=C(Cl)C(=O)N(c2ccccc2)C1=O	u	x	x	-1%
Cc1cc(Cl)ccc1OCC(=O)NCCOc1nc(N2CCOCC2)nc(N2CCOCC2)n1	-19	-3	-1%	-1%
CC(C)OC(=O)/C(C#N)=C/c1cn(Cc2ccccc2)c2ccccc12	u	6	x	-2%
C#CCOCCOCCOCCNc1nc(N2CCN(C(=O)[C@H](C)n3cc(CCCN=C(N)N)nn3)CC2)nc(N2CCN(C(=O)[C@H](Cc3ccc(O)cc3)n3cc(CCO)nn3)CC2)n1	17	x	x	3%
Cc1sc2ncn(CC(=O)NCc3ccccn3)c(=O)c2c1S(=O)(=O)N1CCOCC1	-100*	-1	x	6%
CCn1c(SCc2ccc(OC)cc2)nnc1-c1ccncc1	7	11	1%	0%
Cc1ccc(OCC(=O)NCC(=O)Nc2ccc(F)c(F)c2F)c([N+](=O)[O-])n1	u	3	x	1%
Cc1ccc(CSc2nnc3nc(C)cc(C)n23)cc1	-6	-11	-9%	-1%
O=C(Cc1cc(=O)[nH]c(=O)[nH]1)NCc1ccccc1	33	x	x	-1%
Oc1cc(O)cc(/C=C\c2ccc(O)c(O)c2)c1	x	10	3.2µM*	u
COCC(C)n1c(C)cc(C(=O)COC(=O)CN=C2NS(=O)(=O)c3ccccc32)c1C (stereo not drawn)	3	x	x	-1%
CCOCCCn1c(=S)[nH]c2cc(C(=O)N3CCOCC3)ccc2c1=O	4	-8	-2%	-1%
O=C(NCc1cccs1)C1CC(=O)N(C2CCCC2)C1 (stereo not drawn)	u	-4	7%[2.29 µM]	2%
CCN(CC)C(=O)CSc1nsc(SCC(=O)N(CC)CC)c1C#N	20	3	0%	-1%
O=c1c2[nH]c3cccc(Cl)c3c2ncn1Cc1ccncc1	4	3	-2%	2%
Cc1nc(N2CCN(C)CC2)[nH]c(=O)c1Cc1cccc2ccccc12	-2	0	27%	-1%
CC1CCCCC1NC(=O)COc1ccc(-n2cnnn2)cc1 (stereo not drawn)	2	14	1%	1%
CCCCCC(=O)Cc1cc(O)cc(O)c1C(=O)Oc1cc(CC(=O)CCCCC)c(C(=O)O)c(OC)c1	x	x	-3%	4%
Cc1ccc(-n2nc3c(c2NC(=O)c2ccc(Br)o2)CSC3)c(C)c1	55	9	u	-12%
O=C(COC(=O)/C=C/c1ccccc1)Nc1cc(C(F)(F)F)ccc1N1CCOCC1	40	2	x	0%
Cc1cc(NC(=O)C2CCC2)n(-c2ccccn2)n1	44	1	2%	4%
O=C(CN(c1ccc2c(c1)OCCO2)S(=O)(=O)c1ccccc1)NCc1ccco1	-10	-1	-5%	-4%
Cc1ccc(-n2cnnn2)c(S(=O)(=O)N2CCOCC2)c1	-23	0	17%	-1%
COC(=O)CSc1nnc(-c2ccccn2)n1Cc1ccco1	17	4	x	-1%
Cc1ccc(S(=O)(=O)Nc2cccc3c2CCCC3)cc1	u	9	x	-4%
OCC1CCCN(c2nc(CN3CCCCC3)nc3scc(-c4ccccc4)c23)C1 (stereo not drawn)	-2	14	x	1%
O=[N+]([O-])c1ccc(NCc2ccccn2)nc1	-12	x	x	-2%
CCOC(=O)C(C)c1c(C)[nH]c(=S)[nH]c1=O (stereo not drawn)	-11	3	-3%	-12%
CS(=O)(=O)OCCCCOS(C)(=O)=O	x	x	-15%&-14%	1%&1%
O=C(O)c1ccccc1-c1ccccc1C(=O)NNc1ccccc1	-21	x	x	2%
CCOc1ccc(N(C(=O)c2cnsn2)C(C(=O)NC2CCCCC2)c2ccncc2)cc1 (stereo not drawn)	-4	17	x	-2%
CCOC(=O)/C(=N/Nc1ccccc1)Sc1nnnn1-c1ccc(C)cc1	u	x	x	0%
Cc1cc(-c2n[nH]c(=S)n2/N=C/c2cc([N+](=O)[O-])ccc2Cl)n[nH]1	11	x	x	-2%
[O-]/[N+](=C/c1ccc(F)cc1)c1ccc(Cl)cc1	-27	0	-22%	-7%
COC(=O)c1c(C(=O)OC)n(CCCN)c2ccc(C)cc12	-7	-2	27%	0%
CC(C)(C)NC(=O)C(c1ccc(O)cc1)N(Cc1ccco1)C(=O)Cn1nnc(-c2cccs2)n1 (stereo not drawn)	14	3	x	-10%
CC1Cc2cc(/C(O)=C3\C(=O)C(=O)N(CCN4CCOCC4)C3c3ccccc3F)ccc2O1 (stereo not drawn)	-25	u	4%	-4%
Cc1cc(C)c2cc(CN(Cc3ccc4c(c3)OCO4)Cc3nnnn3Cc3ccco3)c(=O)[nH]c2c1	6	3	6%	-29%
CCCCC(c1nnnn1CC1CCCO1)N1CCN(c2cccc(C)c2C)CC1 (stereo not drawn)	-30	18	2%	-1%
COc1ccc(NC(=O)[C@H](CCS(C)(=O)=O)N2Cc3ccccc3C2=O)c(OC)c1	35	5	2%	3%
CCCn1c2ccccc2c2nc3ccccc3nc21	u	-18	2%	-6%
CC(=O)CSc1nnc(Cc2ccc3c(c2)OCO3)o1	-100*	-3	x	-4%
COc1ccc(COC(=O)c2nc3nc(C)cc(C)n3n2)cc1F	-15	1	4%	-11%
O=C(Nc1ccc(-c2nc3ccccc3s2)cc1)C1=COCCO1	-15	x	x	3%
COC(=O)C1(C)Nc2ccccc2C(=O)N1c1ccccc1OC (stereo not drawn)	26	x	x	1%
Cc1cccc(C)c1NC(=S)NN(Cc1ccccc1)c1ccccc1	17	10	-12%	-5%
Continued:
SMILES	PNC assembly inh	IMPase cell inh	ALOX15B inhib	ALOX12 inhib
Cc1ccc2nsnc2c1S(=O)(=O)N1CCN(Cc2ccc3c(c2)OCO3)CC1	-9	3	8%	-4%
COc1cc(Cl)c(C)cc1NC(=O)CNC(=O)Cn1cnc2ccccc2c1=O	64	1	-8%	3%
Nc1ccc(-c2nc3ccccc3[nH]2)cc1	4	3	4%	0%
CCn1c(SCc2nc(-c3cccs3)no2)nnc1-c1c[nH]c2ccccc12	-16	-13[1.84 µM]	5%[11.4 µM]	2%
Brc1cccc(-c2nnc(SCc3nc4ccccc4[nH]3)o2)c1	30	2	45%[activator]	-12%
Cc1nn(-c2ccccc2)c2sc(C(=O)OCn3nnc4ccccc4c3=O)cc12	16	x	x	1%
Cc1ccc(/C=C2\SC(N)=NC2=O)s1	u	x	x	0%
CCOC(=O)/C(=C\c1ccc(OC(F)F)cc1)C1=Nn2c(nnc2-c2ccc(Cl)cc2)SC1	u	x	x	-1%
CCOC(=O)C1C(=O)C=C(c2ccc(OC)cc2)CC1c1ccco1 (stereo not drawn)	27	9	-2%	-18%
COC(=O)[C@@H]1C[C@H]2CC[C@H](O)C[C@H]2N1Cc1ccc(C(C)(C)C)cc1	x	x	-1%	1%
O=C(COC(=O)C1(c2ccc(F)cc2)CCCC1)NC1CC1	13	-1	6%	-1%
CCOc1ccc(C(=O)N/N=C/c2ccc(-c3ccc(S(=O)(=O)Nc4ncccn4)cc3)o2)cc1	4	2	-15%	-3%
O=c1[nH]c(NNC(=S)NCc2ccccc2)nc2c1C1(CCCCC1)Cc1ccccc1-2	9	-9	x	u
CCn1c(=O)cc(SCC(=O)Nc2ccc3c(c2)OCCO3)c2ccccc21	u	-22	-18%	-3%
CCc1cc2c(N[C@@H](Cc3c[nH]c4ccccc34)C(=O)O)ncnc2s1	-25	-2	x	-3%
Cc1ccc(N2CC(C(=O)NCc3cccs3)CC2=O)cc1C (stereo not drawn)	15	9	x	4%
Nc1ccccc1-c1nnc(-c2ccc(-c3ccccc3)cc2)o1	23	-8	-13%	1%
C=C(Cl)COc1ccc2c(CCC)cc(=O)oc2c1	-2	7	-3%	-14%
Cc1ccc(S(=O)(=O)N2CCC(C(N)=O)CC2)c(C)c1C	3	7	3%	-9%
CCC1CCc2c(sc(NC(=O)CSc3nc(-c4ccco4)cc(C(F)(F)F)n3)c2C#N)C1 (stereo not drawn)	-26	2	-5%	0%
Cc1c(N)cccc1[N+](=O)[O-]	x	x	-6%	1%
Cc1nc2nc(CCc3ccccc3)nn2c(C)c1Cl	-5	2	x	9%
CC(C)(C)Nc1nc2nonc2nc1NC(C)(C)C	3	8	-3%	-6%
C/C=C(/CC[C@@H](C)[C@H]1CCC2C3=CC[C@H]4[C@H](C)[C@@H](O)CC[C@]4(C)C3CC[C@@]21C)C(C)C (stereo partly drawn)	x	x	-12%[0.0915 µM]	-4%[0.00818 µM]
CC1=NNC(=O)/C1=C\c1cn(-c2ccccc2)nc1-c1cccs1	-6	x	x	-20%
CCc1cccc(C)c1NC(=O)CO/N=C(\C)c1cc2ccccc2o1	-11	x	x	-3%
Cc1noc(C)c1S(=O)(=O)N1CCC2(CC1)OCCO2	-22	3	u	0%
COC(=O)c1ccc(N2CCN(S(=O)(=O)c3c(C)cc(C)cc3C)CC2)c([N+](=O)[O-])c1	u	11	-4%	-1%
CN1CCN(NC(=O)CN2C(=O)/C(=C/c3ccccc3F)SC2=S)CC1	18	2	x	-5%
Cc1cc(-c2csc(NC(=O)c3ccc(S(=O)(=O)N(C)C)cc3)n2)c(C)n1-c1ccccc1	u	x	x	-3%
Cc1ccc(NC(=O)CN(C)CC(=O)Nc2ccc(N3CCOCC3)cc2)c([N+](=O)[O-])c1	u	x	x	0%
Cc1ccc(CON=C2CCN(c3ncc(C(F)(F)F)cc3Cl)CC2)cc1	53	-5	17%	-2%
C/C(=C\c1ccccc1)CN1CCN(c2ccccc2F)CC1	17	25	23%	-24%
CCN(CCNC(=O)c1cc(C)nn1-c1ccccc1)c1ccccc1	32	12	-3%	-1%
CN1CCN(C(=O)c2ccc3c(=O)n(Cc4ccco4)c(=S)[nH]c3c2)CC1	39	-2	12%	5%

Some of the entries above, set out differently:
PNC assembly inh	IMPase cell inh	ALOX15B inhib	ALOX12 inhib	Molecule
-22	3	u	0%	Cc1noc(C)c1S(=O)(=O)N1CCC2(CC1)OCCO2
-6	x	x	-20%	CC1=NNC(=O)/C1=C\c1cn(-c2ccccc2)nc1-c1cccs1
-11	x	x	-3%	CCc1cccc(C)c1NC(=O)CO/N=C(\C)c1cc2ccccc2o1

Screening data: PubChem BioAssay, National Center for Advancing Translational Sciences (NCATS)
